# Screening data: PubChem, National Center for Advancing Translational Sciences (NCATS)
# TDP1 inh: qHTS Assay for Inhibitors of Tyrosyl-DNA Phosphodiesterase (TDP1) | Tyrosyl-DNA phosphodiesterase 1 (Homo sapiens), Q9NUW8 | recombinant TDP1, AlphaScreen DNA substrate cleavage | Potency, µM (top dose mostly 130 µM), for inactives: top-dose activity change, negative = inhibition, hits mostly inhibitors | actives 0.28% (n = 350,000) | AID 485290, 2010; further: nearly all actives have a fitted effect of over 40% in size
# Target sequence (Q9NUW8 whole entry, looked up): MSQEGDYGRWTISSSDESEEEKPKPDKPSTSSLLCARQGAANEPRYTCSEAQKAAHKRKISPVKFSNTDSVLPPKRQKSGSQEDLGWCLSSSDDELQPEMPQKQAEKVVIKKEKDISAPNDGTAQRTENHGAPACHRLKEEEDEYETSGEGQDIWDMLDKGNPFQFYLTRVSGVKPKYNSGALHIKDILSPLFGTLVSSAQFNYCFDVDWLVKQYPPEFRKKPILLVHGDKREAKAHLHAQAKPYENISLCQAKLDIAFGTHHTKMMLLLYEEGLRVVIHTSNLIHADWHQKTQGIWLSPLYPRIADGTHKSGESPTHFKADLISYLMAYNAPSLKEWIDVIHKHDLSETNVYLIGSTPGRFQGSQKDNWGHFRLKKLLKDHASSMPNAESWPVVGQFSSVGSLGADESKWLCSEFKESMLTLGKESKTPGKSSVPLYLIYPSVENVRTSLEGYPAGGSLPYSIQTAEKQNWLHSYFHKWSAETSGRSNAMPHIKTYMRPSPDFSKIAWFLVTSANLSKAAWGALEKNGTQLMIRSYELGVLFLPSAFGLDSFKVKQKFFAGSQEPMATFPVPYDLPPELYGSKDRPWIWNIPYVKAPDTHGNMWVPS
#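 Tdp1 1 nM final; 15 min RT w/ cpd; substrate 15 nM, 5 min; beads 10 ug/ml, 10 min; AlphaScreen read. Neg ctrl: no enzyme.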
# N370S GC: qHTS Assay for Inhibitors and Activators of N370S glucocerebrosidase as a Potential Chaperone Treatment of Gaucher Disease. Potency, µM (highest dose often 59.4 µM), for the others: at the highest dose activity change, negative = inhibition, hits mostly inhibitors. Lysosomal acid glucosylceramidase (Homo sapiens), P04062. N370S GC spleen homogenate, 4MU-glucoside fluorescence. actives 0.092% (n = 330,000). AID 2101, 2009;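 further: 0% = full enzyme activity and -100% = no enzyme basal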
# FEN1 inhibitor: qHTS Assay for the Inhibitors of Human Flap endonuclease 1 (FEN1); Recombinant FEN1 flap cleavage, fluorescence, 15 min; P39748; Potency, µM (doses to about 114 µM), inactives show top-dose activity change, negative = inhibition, actives largely listed as inhibitors; actives 0.35% (n = 390,000); further: nearly all actives have a fitted effect of over 65% in size
# Target sequence (P39748 whole entry, looked up): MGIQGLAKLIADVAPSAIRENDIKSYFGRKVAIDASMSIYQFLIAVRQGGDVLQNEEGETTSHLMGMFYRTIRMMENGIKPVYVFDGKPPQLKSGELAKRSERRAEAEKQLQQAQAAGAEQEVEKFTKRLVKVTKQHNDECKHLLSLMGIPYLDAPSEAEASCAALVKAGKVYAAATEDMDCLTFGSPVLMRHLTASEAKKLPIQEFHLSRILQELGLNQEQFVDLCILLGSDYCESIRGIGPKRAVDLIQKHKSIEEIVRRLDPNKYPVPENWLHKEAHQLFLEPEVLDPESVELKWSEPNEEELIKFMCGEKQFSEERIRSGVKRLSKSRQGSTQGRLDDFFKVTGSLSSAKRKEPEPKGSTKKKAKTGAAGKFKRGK
#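 Reaction started by adding substrate (50 nM final) to 10 nM enzyme after 15 min room-temperature compound preincubation. Reads at 0 and 15 min, with data normalized and fitted to a four-parameter Hill equation.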
# Starred values were filed as active, the others as inactive; ? = inconclusive; . = not tested or not shown; & = joins results of further samples; [ ] = dose if it differs, or a comment. The call rests on the fitted dose curve; in most records, active means well fitted curve in the direction sought with a large enough effect; inconclusive means small, poorly fitted or top-dose-only effect, or another doubt; inactive means no such curve, though single readings can be large; an effect the other way counts as inactive or inconclusive. Unless noted, on the % scale 0 is the no-effect control and ±100 the full control effect; potency means the concentration at half of the fitted maximal effect.
# The opening 6 entries as a preview:
SMILES	N370S GC	FEN1 inhibitor	TDP1 inh
O=C(Cn1cc(S(=O)(=O)c2ccc(Cl)cc2)c(=O)c2ccccc21)Nc1ccc2c(c1)OCO2	.	-13%	1%
CC(=O)NCC(=O)N(c1c(C)n(C)n(-c2ccccc2)c1=O)C1(C(=O)NC2CCCC2)CCCCC1	8%	27%	5%
CN(CC(=O)Nc1ccc(F)c(F)c1F)C(=O)C1CCCO1 (stereo unspecified)	-4%	-4%	.
COc1ccc(-c2ocnc2C(=O)Nc2ccc(N3CCOCC3)cc2N2CCOCC2)cc1OC	-9%	-28%	.
COc1ccc(S(=O)(=O)N2CCC(C(=O)N(C)Cc3ccc(C)o3)CC2)cc1OC	.	14%	3%
C/C(=N/O)c1ccc(Oc2cnccn2)cc1	4%	-3%	2%

# Results (from the top)
SMILES	N370S GC	FEN1 inhibitor	TDP1 inh
O=C(Cn1cc(S(=O)(=O)c2ccc(Cl)cc2)c(=O)c2ccccc21)Nc1ccc2c(c1)OCO2	.	-13%	1%
CC(=O)NCC(=O)N(c1c(C)n(C)n(-c2ccccc2)c1=O)C1(C(=O)NC2CCCC2)CCCCC1	8%	27%	5%
CN(CC(=O)Nc1ccc(F)c(F)c1F)C(=O)C1CCCO1 (stereo unspecified)	-4%	-4%	.
COc1ccc(-c2ocnc2C(=O)Nc2ccc(N3CCOCC3)cc2N2CCOCC2)cc1OC	-9%	-28%	.
COc1ccc(S(=O)(=O)N2CCC(C(=O)N(C)Cc3ccc(C)o3)CC2)cc1OC	.	14%	3%
C/C(=N/O)c1ccc(Oc2cnccn2)cc1	4%	-3%	2%
CCOC(=O)c1[nH]c2c(c1Cc1ccccc1C)C(=O)CC(c1cc(OC)ccc1OC)C2 (stereo unspecified)	.	-33%	-4%[12.3 µM]
CN1C(=O)[C@H]2[C@@H](/C=C/c3ccccc3)N3C(=O)CN(Cc4ccccc4)C(=O)[C@@]3(C)[C@H]2C1=O	-11%	-18%	.
COc1ccc([N+](=O)[O-])cc1N(CC(=O)NC(C(C)C)C(C)C)S(C)(=O)=O	-3%	0%	4%
CC(=O)CCC(=O)NCCc1ccccc1F	2%	9%	6%
COc1ccccc1C(=O)NN(C)C1=NS(=O)(=O)c2ccccc21	6%	-4%	.
Cc1ccc(-c2nc(SCC(N)=O)c(C#N)c3c2CCCC3)cc1	-2%	-2%	4%
CCC1(C)Cc2c(sc3[nH]c(=S)[nH]c(=S)c23)CO1 (stereo unspecified)	-3%	-17%	.
O=C(c1cc(COc2ccc(F)cc2Cl)on1)N1CCCCC1c1cccnc1 (stereo unspecified)	-16%	0%	3%
Cc1ccc(/C=N/NC(=O)c2nc3nc(C)cc(C)n3n2)cc1	5%	4%	3%

SMILES	N370S GC	FEN1 inhibitor	TDP1 inh
Cc1ccc(S(=O)(=O)N2CCN(C(=O)C(C)Cn3cncn3)CC2)cc1 (stereo unspecified)	2%	0%	4%
COc1ccc(-c2noc(-c3ccccc3C(=O)NCC3CCCO3)n2)cc1 (stereo unspecified)	3%	-3%	-3%
COC(=O)C1=C(C(=O)OC)[C@@H]2N(Cc3ccccc3)c3ccccc3[C@@]23C[C@@H](C(=O)OC)N(S(=O)(=O)c2ccc([N+](=O)[O-])cc2)C3=N1	0%[12.8 µM]	.	10%[21 µM]
CCc1cc2c(=O)c(-c3nc4ccccc4n3C)c(CCCC(=O)O)oc2cc1OC(=O)C(C)(C)C	-1%	3%	5%
O=c1c2ccccc2nnn1Cc1ccccn1	7%	-3%	5%
CC(NC(=O)/C(=C\c1ccco1)NC(=O)c1ccccc1Br)C(=O)O (stereo unspecified)	6%	4%	-5%
CCc1nc(SCC(=O)c2cccs2)c2oc3ccccc3c2n1	4%	-14%	-5%
CC(Oc1ccc(Cl)cc1Cl)C(=O)Nc1cccnc1 (stereo unspecified)	7%	-6%	2%
COC(=O)Nc1cc(C(=O)c2ccc(Cl)cc2Cl)c[nH]1	3%	-14%	.
Cc1cccc2cc(CN(CC3CCCO3)C(=S)Nc3ccccc3)c(=O)[nH]c12 (stereo unspecified)	11%	-1%	1%
CC(C)Cn1c(=O)c(C(=O)N/N=C/c2cccc(F)c2)c(O)c2ccccc21	6%	6%	3%
Cc1ccc(NC(=S)NCc2ccc3c(c2)cc(C)n3C)c(C)c1	14%	3%	1%
COC(=O)c1cc(Br)c(=O)n(-c2ccc(F)cc2)c1	.	-5%	-1%
Cc1ccnc(NC(=O)c2ccc(N3C(=O)CCC3=O)cc2)c1	1%	-1%	4%
CCOC(=O)c1ccc(NC(=O)c2nc[nH]c2C(=O)NCCCCNC(=O)c2[nH]cnc2C(=O)Nc2ccc(C(=O)OCC)cc2)cc1	.	10%	0%

# Just TDP1 inh, for 2 of the compounds above:
structure	TDP1 inh
Cc1ccc(S(=O)(=O)N2CCN(C(=O)C(C)Cn3cncn3)CC2)cc1 (stereo unspecified)	4%
COc1ccc(-c2noc(-c3ccccc3C(=O)NCC3CCCO3)n2)cc1 (stereo unspecified)	-3%

# Next part
SMILES	N370S GC	FEN1 inhibitor	TDP1 inh
COC(=O)c1sc2ncn(CC(=O)N(C)C3CCCCC3)c(=O)c2c1C	-3%	-2%	16%
Cc1cnn(CCC(=O)NNC(=S)Nc2cccc(Cl)c2)c1	3%	19%	4%
O=C(CSc1nnc(NC(=O)c2ccc(F)cc2F)s1)NC1CCCC1	-2%	1%	.
O=C(Nc1cccc2cccc(NC(=O)c3ccco3)c12)c1ccco1	?	-7%	2%
COc1ccc(N2CC(C(=O)Nc3nc4ccccc4s3)CC2=O)cc1 (stereo unspecified)	-4%	-9%	.
CCOc1ccc(S(=O)(=O)N2CCC(C(=O)NCc3ccncc3)CC2)cc1Cl	-11%	-2%	.
CCN1CCN(C(=O)C23CCC(C)(C(=O)C2Br)C3(C)C)CC1 (stereo unspecified)	-6%	-17%	-3%
COc1ccc(CC(=O)OCc2cc3ccc(C)cc3[nH]c2=O)cc1	?	-1%	0%
Cc1ccc(C)c(NC(=O)CSc2nnc(CNC(=O)c3ccccc3)n2-c2ccccc2)c1	.	14%	3%
O=c1c(Cl)c(N2CCN(c3ccc(F)cc3)CC2)cnn1C12CC3CC(CC(C3)C1)C2	25%	12%	1%
CCN(CC)Cc1c(O)c(Cl)cc2c(C)c(C)c(=O)oc12	?	2%	0%
CCN(CC)C(=O)Cn1c(=O)nc(-c2ccccc2F)c2cc(Cl)ccc21	.	-2%	9%
COc1ccc(/C=C/C(=O)OCC(=O)Nc2cccc(C(C)=O)c2)cc1	2%	-11%	2%
COc1ccc(CC(=O)NCCc2csc(-c3cccc(F)c3)n2)cc1OC	.	18%	-3%
CS(=O)(=O)N(CC(=O)O)c1ccc(Oc2ccccc2)cc1	3%	-4%	0%

SMILES	N370S GC	FEN1 inhibitor	TDP1 inh
COc1ccc(NC(=O)Cn2c(=O)c3ccccc3n3nncc23)cc1Cl	.	12%	4%
N#Cc1c(NC(=O)C(=O)NCCCN2CCOCC2)sc2c1CCCC2	-15%	7%	3%
CCOc1ccccc1NC(=O)CN1C(=O)CC(c2ccc(OC)c(OC)c2)Sc2ccccc21 (stereo unspecified)	.	7%	3%
COC(=O)C(NC(C)=O)(Nc1nc2ccc(C)cc2s1)C(F)(F)F (stereo unspecified)	0%	12%	1%
COc1ccccc1CNC(=O)C1CCN(Cc2nc(-c3cccc(Cl)c3)oc2C)CC1	17%	0%	-9%
O=C(Cn1c(=O)n(-c2ccc(F)cc2)c(=O)c2sccc21)c1ccccc1	3%	-9%	3%
Cc1cc(C(=O)CN2C(=O)C(=O)N(Cc3ccccc3)C2=O)c(C)n1-c1ccc2c(c1)OCCO2	-9%	-3%	5%
CC1(NC(=O)C2CCCCC2)CCS(=O)(=O)C1 (stereo unspecified)	-4%	6%	0%
O=C1C=C(c2ccccc2)C[C@@H](c2ccc(Cl)cc2)C1	.	6%	-9%
COc1ccc(NC(=O)CCCC(=O)OCC(F)(F)C(F)F)cc1	-8%	15%	5%
C=CCN1C(=O)C(Cc2ccc(OC)cc2)S/C1=N/N=C/c1ccco1 (stereo unspecified)	10%	9%	3%
CCCCCC(CC(=O)NO)C(=O)NC(C(=O)N1CCCC1CO)C(C)C (stereo unspecified)	2%	-10%	.
CCO[C@H]1OC(C(N)=O)=C[C@@H](c2coc3ccccc3c2=O)[C@@H]1CCCO	4%	-2%	6%
COc1ccc(C2Nc3cc(OC)ccc3-n3cccc32)cc1 (stereo unspecified)	24%	-32%	.
O=C(COC(=O)c1ccccc1SCC(=O)N1CCCC1)Nc1ccccc1OC(F)F	-7%	-9%	.

SMILES	N370S GC	FEN1 inhibitor	TDP1 inh
O=C(CSc1nnc(-c2ccccc2)n1C1CCCCC1)Nc1ccc(S(=O)(=O)Nc2ccccn2)cc1	?	3%	9%
Cn1cnc2nc3n(c2c1=O)CCC3	7%	-9%	5%
O=C(CCCN1C(=O)/C(=C/c2cccc(Br)c2)SC1=S)Nc1cccnc1	?	10%	1%
COc1ccc(S(=O)(=O)N/N=c2\oc3c(OC)cccc3cc2S(=O)(=O)c2ccc(C)cc2)cc1OC	-7%	-5%	2%
Cc1ccc(S(=O)(=O)CCC(=O)OCc2ccc(Cl)cc2)cc1	6%	-24%	-4%
Cc1ccccc1N1CCN(C(=O)C2CCC(=O)N(C3CCCC3)C2)CC1 (stereo unspecified)	-20%	-12%	3%
N#C/C(=C\c1ccc(O)c(O)c1)C(=O)NCCCc1ccccc1	-1%&-22%&-21%	0%	11%
COc1ccc(CCNC(=O)CSc2ccc(-c3cccs3)nn2)cc1	3%	-1%	4%
CC(C)(C)c1nnc(SCC(=O)c2ccccc2)n(N)c1=O	-14%	5%	1%
Cc1ccc(Sc2cc(Cl)nc(N)n2)cc1	15%	1%	2%
O=S(=O)(CCN1CCN(c2ccccn2)CC1)c1ccc(F)cc1	-2%	8%	5%
O=[N+]([O-])c1cc(-c2cnc3ccccc3n2)ccc1Oc1ccc(F)cc1	19%	-19%	9%
COc1ccc(CCC(=O)NC2CC(=O)N(c3cccc(F)c3)C2)cc1 (stereo unspecified)	.	-6%	0%
COc1ccc(S(=O)(=O)N2CCCC2C(=O)Nc2ccc(O)cc2)cc1 (stereo unspecified)	1%	-5%	0%
O=C(NCCc1nc2ccccc2n1Cc1ccc(Cl)cc1)c1ccccc1	.	14%	0%

SMILES	N370S GC	FEN1 inhibitor	TDP1 inh
CCOC(=O)c1[nH]c(C)c(C(=O)O)c1C	3%	.	0%
CCCOC(=O)C1=C(C)NC2=C(C(=O)CCC2)C1c1cccs1 (stereo unspecified)	12%	-5%	2%
O=S(=O)(Nc1ccccc1)c1ccc(Oc2ncc(C(F)(F)F)cc2Cl)cc1	-2%	?	3%
CC[C@@H]1C/C=C\Cc2ccccc2[C@@H](C(=O)C[C@H](O)CC(C)=O)OC1=O	.	15%	1%
O=C(NCCC(=O)N1CCCCCCC1)c1ccc(Br)cc1	.	-1%	1%
COc1cccc(NC(=O)NCCCCc2ccccc2)c1	-25%	-2%	0%
N#CNc1nc(O)cc(=O)[nH]1	-7%	?	-3%
COc1nc2ccccc2nc1CCC(=O)O	2%	0%	-5%
O=C(CCn1c(=S)oc2ccccc21)NC1CCCCCC1	6%	4%	0%
C=CCNC(=S)NCCCCC1NC(=S)N(CC=C)C1=O (stereo unspecified)	-3%	0%	-1%
COCCCNC(CC(=O)Nc1ccc(OC)cc1OC)C(=O)O (stereo unspecified)	6%	-16%	6%
Clc1cccc(-c2ccc3ncnc(NCc4cccs4)c3c2)c1	-15%	-5%	1%
O=c1nc(N/N=C/c2ccccn2)cn[nH]1	-10%	1%	5%
COc1ccccc1NC(=O)CN1C(=O)COc2ccc(C)cc21	-5%	-12%	.
OCCNc1ncnc2c1cnn2Cc1ccccc1	-2%	18%	.

SMILES	N370S GC	FEN1 inhibitor	TDP1 inh
CCc1cnc2c(c1SCC(=O)c1ccccc1)c(=O)n(C)c(=O)n2C	.	8%	-3%
COc1cc(CNCCCO)ccc1OCC(=O)NC(C)(C)C	0%	11%	-2%
CCSc1nnc(SCC(=O)Nc2cc(C)on2)s1	.	12%	?
CCOc1ccc(Nc2ncnc3c2cnn3Cc2ccccc2)cc1	-23%	-21%	5%
COC(C[C@H]1O[C@H]1C(=O)COCc1ccccc1)OC	5%	15%	1%
C=CCOc1ccc(C2OC34CCCCC3C(C#N)(C#N)C2(C#N)C(=N)O4)cc1 (stereo unspecified)	30%	-8%	0%
O=C(Nc1cc([N+](=O)[O-])ccc1N1CCCC1)c1ccccc1	1%	5%	-3%
Cn1c(=O)c2sccc2n2c(CCCC(=O)NC3CCCCC3)nnc12	.	12%	-5%
CCN(CC)c1ccc2c(c1)oc(=O)c1c(Cl)cc(=O)oc12	12%	-22%	.
CSc1nnc(NC(=O)c2nc(S(=O)(=O)Cc3ccccc3)ncc2Cl)s1	-4%	-2%	6%
